Assay outcomes: PubChem, several laboratories
DPM-DC inhibit: inhibitors of Streptococcus pneumoniae diphosphomevalonate decarboxylase | purified DPM-DC, PK/LDH coupled NADH fluorescence | calls only at 10 µM | 0.49% of 65,000 active;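 active = the 320 compounds with the highest percent inhibition in the single-dose primary screen, excluding strongly autofluorescent ones, cut at about 32% in these data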;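 note: kinetic rate of NADH fluorescence loss reporting ADP formed by the decarboxylase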
HPDE-C7K KRASV12: cytotoxicity in KRAS-transformed pancreatic duct cells, primary screen, cell-based, fluorescence, HTS (AID 431); HPDE-C7K KRASV12 cells, Alamar Blue viability, 48 h; higher % means a stronger effect; cytotoxicity, % at 10 µM, or EC50 in µM where a hit was titrated; 1.7% of 63,000 active;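 active = compounds whose percent cytotoxicity in the single-dose primary screen, scaled between solvent and toxic-drug controls, exceeds 50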;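 note: 0% = DMSO solvent wells and 100% = doxorubicin-treated wells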
Spn PMK inh: blocks S. pneumoniae phosphomevalonate kinase. purified PMK, PK/LDH-coupled NADH absorbance 340 nm. inhibition, % at 10 µM. 0.49% of 65,000 active. AID 539;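 active = top-ranked compounds by inhibition in the single 10 µM screen, taking a fixed number of the strongest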;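 note: 0% = full reaction with DMSO carrier and 100% = background rate without enzyme reaction; no value below 0 was filed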
HT1080 viability: cytotoxicity in HT1080 fibrosarcoma cells, cell-based, fluorescence readout (AID 620); HT1080 viability, fluorescence; higher % means a stronger effect; one-dose cytotoxicity, % at 10 µM; EC50 in µM for titrated hits; 0.42% of 87,000 active;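 note: cells exposed to compound overnight then 4 h with Alamar Blue; 0% = vehicle DMSO and 100% = killing control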
LYP inhibition: inhibition of human PTPN22 tyrosine phosphatase – biochemical, DiFMUP fluorescence, recombinant catalytic domain, 10 µM, primary screen (AID 606). recombinant LYP catalytic domain, DiFMUP fluorescence; higher % means a stronger effect. inhibition, % at 10 µM; hits with a dose series show IC50 in µM. 52,000 tested, under 10 active;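 active = IC50 under 40 µM in the dose-response test; inactive = IC50 of 40 µM or more, or never dose-tested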
HPDE-C7 viability: HPDE-C7 pancreatic duct cell viability loss – fluorescence, HTS (AID 430) | HPDE-C7 pancreatic duct cells viability, fluorescence; higher % means a stronger effect | one-dose cytotoxicity, % at 10 µM; EC50 in µM for titrated hits | 1.8% of 63,000 active;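 note: cells exposed to compound for 48 hours before viability readout; 0% = vehicle and 100% = reference cytotoxic drug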
Spn MK inh: inhibitors of Streptococcus pneumoniae mevalonate kinase; AID 555; purified MK, PK/LDH-coupled NADH absorbance 340 nm; 0.48% of 65,000 active; inhibition, % at 10 µM;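 active = ranked among the strongest by inhibition in the single 10 µM screen, a fixed top-ranked set picked for dose follow-up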; note: no value below 0 was filed
TNAP inhibition: human TNAP enzyme inhibitors, biochemical, luminescent (AID 518); one-dose inhibition, % at 20 µM; IC50 in µM for titrated hits; 0.09% of 64,000 active; purified TNAP enzyme, luminescent substrate readout; higher % means a stronger effect; in the data active = a potency from the dose series; inactive = the rest, 99 in 100 with inhibition below about 22%;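 note: plate controls were vehicle for no effect and reference inhibitor for full effect; many of its hits are not listed in these tables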
Bfl-1 inhibitors: displacement of Bid BH3 peptide from Bfl-1 – biochemical, fluorescence polarization, FITC-Bid, mouse, primary screen (AID 432) | 0.02% of 64,000 active | displacement, % at 20 µM; hits with a dose series show IC50 in µM | FITC-Bid BH3 peptide fluorescence polarization displacement; higher % means a stronger effect; in the data active = a potency from the dose series; inactive = the rest, 99 in 100 with displacement below about 15%; note: strong numbers were not always called active
Spn PMK inh pilot replicates: recorded beside Spn PMK inh, whose call it bears; inhibition, %; measured here: pilot screen replicates
Spn MK inh pilot replicates: also measured in Spn MK inh; calls as there; inhibition, %; measured here: pilot screen replicates
DPM-DC inhibit pilot screen %: further read-out of DPM-DC inhibit, marked with its call; inhibition, %; measured here: pilot screen trials
* marks the source's active call; other numbers are inactive results; i = inactive; x = not tested or not shown; + = active, no number. Cut-off read from the data, not from the text of the source, unless noted: active = cytotoxicity above about 50%; inactive = the rest.

SMILES | DPM-DC inhibit | HPDE-C7K KRASV12 | Spn PMK inh | HT1080 viability | LYP inhibition | HPDE-C7 viability | Spn MK inh | TNAP inhibition | Bfl-1 inhibitors | others
COc1cccc(NS(=O)(=O)c2ccc3[nH]cc(C(=O)NC4CC4)c(=O)c3c2)c1 | i | 18% | 4 | -15% | x | 12% | 2 | 16% | -3% | Spn PMK inh pilot replicates=7.0;Spn MK inh pilot replicates=4.5;DPM-DC inhibit pilot screen %=2.0
O=C(c1ccc(N2C(=O)CCC2=O)cc1)N1CCOCC1 | i | -3% | 0 | 4% | 17% | 1% | 3 | 12% | -6%
COc1cc(NS(=O)(=O)c2ccc(OC)c(C)c2C)c(OC)cc1Cl | i | 64%* | 7 | 55%* | 5% | 61%* | 4 | 10% | 4%
CCOc1cc(CN2CCCCC2)ccc1OC | i | -11% | 0 | 6% | -1% | -8% | 1 | 10% | -5%
Cc1cc2oc(=O)cc(CN3CCCCC3)c2cc1C(C)C | i | -8% | 11 | -9% | 8% | -23% | 0 | 21% | -1% | Spn PMK inh pilot replicates=3.0;Spn MK inh pilot replicates=1.0;DPM-DC inhibit pilot screen %=0.0
COc1ccc(CNC(=O)c2cccc3c2C(=O)N(Cc2cccnc2)C3)cc1 | i | 19% | 17 | 13% | 4% | 16% | 7 | 10% | -9%
Cc1cc(-c2ccccc2)nc(SCc2ccc(C(=O)O)o2)n1 | i | 23% | 7 | 2% | 17% | 13% | 5 | 15% | 3% | Spn PMK inh pilot replicates=0.5;Spn MK inh pilot replicates=0.0;DPM-DC inhibit pilot screen %=0.5
CC(=O)C(Sc1ccc2nnc(-c3ccc(F)cc3)n2n1)C(C)=O | i | -1% | 10 | 4% | -10% | 6% | 11 | 10% | 9%
CNC(=O)CCc1nc(-c2ccc(C(C)(C)C)cc2)no1 | i | 7% | 0 | 0% | x | 18% | 4 | 12% | -5%
Cc1cc(C)n(-c2ccc(F)cc2)c(=O)c1C(=O)O | i | -4% | 12 | 11% | x | -16% | 9 | 3% | -9%
Cn1c(=O)[nH]c(=O)c2c1nc(Br)n2CCCSc1nc2ccccc2o1 | i | 5% | 0 | -2% | 15% | -9% | 4 | 9% | 8% | Spn PMK inh pilot replicates=1.0;Spn MK inh pilot replicates=1.0;DPM-DC inhibit pilot screen %=0.0
O=C(O)Cn1ncc2c1-c1ccoc1CC2 | i | -3% | 0 | 4% | -3% | 1% | 2 | 33% | -1%
CCC(C)[C@H](NC(=O)NCc1cccs1)C(=O)OC (some centres undefined) | i | 8% | 17 | -5% | -34% | -6% | 9 | 10% | -2%
Cc1ccc(C2(c3ccc(C)cc3)NC(=O)N(Cc3c(C)noc3C)C2=O)cc1 | i | -8% | 7 | -4% | 9% | -9% | 2 | 2% | -3%
CCOC(=O)/C=C1\CC(=O)Nc2cc(C)c(C)cc2N1 | i | -4% | 2 | -4% | 1% | 1% | 4 | 3% | -3%
C=CCNc1ncnc2ccccc12 | i | -2% | 10 | 10% | 16% | -14% | 7 | 8% | 0%
COC(=O)Cn1cc(C(=O)C2CC2)c2ccccc21 | i | -6% | 0 | 1% | 1% | -18% | 1 | -2% | 3%
COc1ccc(N2CCN(C(=O)c3ccc(N4C(=O)NC5CC4(C)Oc4ccccc45)cc3)CC2)cc1 (centres undefined) | i | -2% | 11 | -3% | 4% | -10% | 7 | 0% | 1%
CC1=C(C(=O)N2CCCCC2)C(c2cccs2)NC(=O)N1 (centres undefined) | i | -10% | 0 | 0% | 5% | -9% | 0 | 4% | -8%
c1ccc(Oc2nc(Oc3ccccc3)nc(N3CCOCC3)n2)cc1 | i | -15% | 7 | -11% | -3% | -22% | 1 | -2% | -5%
O=C(Cn1nnc(-c2ccncc2)n1)NCCc1ccccc1 | i | 2% | 9 | -11% | x | 8% | 0 | 7% | -6%
O=C(Cc1ccccc1)NCCCN1CCN(CCCNC(=O)Cc2ccccc2)CC1 | i | -17% | 0 | 0% | 9% | -12% | 0 | -2% | -7%
COc1ccc(N2CCN(C(=O)C(Cc3ccccc3)n3cccc3)CC2)cc1 (centres undefined) | i | -2% | 15 | 2% | -13% | -17% | 0 | 16% | 3%
COc1ccc(-c2nnc(SCC(=O)N3CCC(Cc4ccccc4)CC3)o2)cc1OC | i | -5% | 2 | -9% | 1% | 6% | 4 | 2% | -5%
CC(C)CN1C(=O)c2ccc(C(=O)Nc3nccs3)cc2C1=O | i | -12% | 0 | x | x | -17% | 6 | 3% | -2% | Spn PMK inh pilot replicates=3.5;Spn MK inh pilot replicates=6.0;DPM-DC inhibit pilot screen %=1.0
Later entries
SMILES | DPM-DC inhibit | HPDE-C7K KRASV12 | Spn PMK inh | HT1080 viability | LYP inhibition | HPDE-C7 viability | Spn MK inh | TNAP inhibition | Bfl-1 inhibitors | others
Cc1ccc(C)c(N2CCN(C(=O)CN3C(=O)c4ccccc4C3=O)CC2)c1 | i | x | 0 | -2% | x | x | 0 | 9% | -11%
O=S(=O)(c1cccc2ccccc12)N1CCSC1 | i | -15% | 6 | 1% | 8% | -3% | 6 | 9% | 5%
COc1ccc(CCNS(=O)(=O)c2cccc(F)c2)cc1OC | i | -5% | 1 | 1% | 13% | -2% | 7 | 12% | -3%
COC(=O)Oc1nsnc1N1CCOCC1 | i | 6% | 10 | -6% | x | -7% | 17 | 16% | -9%
CCc1cccc(OCCCCNCCOC)c1 | i | 0% | 3 | 7% | -3% | 0% | 37 | 10% | -4%
CC(O)CNc1nc2c(c(=O)n(C)c(=O)n2C)n1CCc1ccccc1 (centres undefined) | i | -2% | 9 | -4% | x | -9% | 9 | 7% | 1%
C=CCSc1nnc(-c2ccccc2NC(=O)CC)c(=O)[nH]1 | i | 5% | 1 | 0% | 10% | 4% | 9 | 4% | -8%
COC(=O)CNC(=O)Cc1c(F)cccc1Cl | i | x | 11 | -9% | 5% | x | 7 | 0% | -5%
CC(=O)Nc1c(C(=O)O)oc2ccc(Cl)cc12 | i | 10% | 10 | -5% | x | 9% | 6 | 3% | 4%
COc1ccc(C(C(C(=O)c2cccs2)N2CCOCC2)N2CCOCC2)cc1OC (centres undefined) | i | -10% | 0 | -10% | 15% | -14% | 2 | 10% | -5% | Spn PMK inh pilot replicates=2.0;Spn MK inh pilot replicates=2.5;DPM-DC inhibit pilot screen %=3.5
CC1CCN(CCCNC(=O)c2cc3sccc3n2C)CC1 | i | -7% | 16 | 3% | x | -11% | 4 | 9% | 2%
CCOC(=O)N1CCN(C(=O)c2ccc(Cn3c(=S)[nH]c4cc5c(cc4c3=O)OCO5)cc2)CC1 | i | -14% | 9 | 11% | 0% | 0% | 2 | 6% | -3%
NC(=O)c1ccc(N2CCCCC2)c(N2C(=O)C3C4C=CC(C4)C3C2=O)c1 (centres undefined) | i | 2% | 13 | -2% | -10% | -8% | 3 | 7% | -4%
Cc1cc(C)c2cc(C(O)c3nnnn3Cc3ccccc3)c(=O)[nH]c2c1 (centres undefined) | i | -22% | 8 | -10% | x | -20% | 12 | 3% | -3%
Cn1c(=O)oc2cc(S(=O)(=O)N3CCCC(C(=O)N4CCn5c4nc4ccccc45)C3)ccc21 (centres undefined) | i | 5% | 7 | 2% | 3% | 3% | 5 | 9% | 2%
COCC(=O)n1nc(NCc2ccc(OC)cc2)nc1NCc1ccc(OC)cc1 | i | -7% | 2 | 1% | 14% | -10% | 8 | -4% | -1% | Spn PMK inh pilot replicates=1.5;Spn MK inh pilot replicates=1.0;DPM-DC inhibit pilot screen %=4.5
O=C(Cn1cnc2ccccc2c1=O)NCc1ccco1 | i | -5% | 8 | 3% | 8% | -1% | 6 | 10% | -4%
CCCCn1c2nc3ccccc3nc2c2c(=O)n(C(C)CC)cnc21 (centres undefined) | x | 7% | 18 | 0% | 5% | -10% | 1 | 13% | -4%
O=C(O)C1CCCCC1C(=O)Nc1nc(-c2cccs2)cs1 (centres undefined) | i | 8% | 3 | 4% | 8% | -1% | 7 | 8% | -11%
CC(=O)Nc1ccc(S(=O)(=O)NC(CC(=O)NCCCN2CCOCC2)C(C)C)cc1 (centres undefined) | i | -2% | 3 | 28% | 10% | -13% | 0 | -1% | 0%
O=C1NC(c2ccccc2)(C(F)(F)F)SC2=NCCCN12 (centres undefined) | i | 7% | 0 | 1% | 3% | -2% | 5 | 17% | -5% | Spn PMK inh pilot replicates=0.0;Spn MK inh pilot replicates=1.0;DPM-DC inhibit pilot screen %=1.0
CCc1ccc(-c2nc(CN3CCC(C(=O)N4CCN(c5ccccn5)CC4)CC3)c(C)o2)cc1 | i | 4% | 5 | 7% | 4% | 26% | 8 | -2% | 4%
CCOc1ccccc1NC(=O)CCSc1nc2n[nH]c(C)c2c(=N)n1-c1ccccc1Cl | i | -3% | 21 | -9% | 1% | -17% | 8 | 3% | 0% | Spn PMK inh pilot replicates=6.0;Spn MK inh pilot replicates=0.0;DPM-DC inhibit pilot screen %=1.0
CC(=NCc1ccco1)c1c(C)[nH]n(-c2nc3ccccc3s2)c1=O | + | -9% | 12 | -4% | 10% | -5% | 0 | 0% | 6%
CC1(C)CC(n2c(=S)[nH]c3ccccc3c2=O)CCO1 (centres undefined) | i | -10% | 3 | 5% | 14% | -13% | 3 | 3% | -1%
CCCCN(CCCNC(=O)C1CCN(S(=O)(=O)CC)CC1)c1ccccc1 | i | 1% | 7 | -10% | -4% | 10% | 5 | 6% | -9% | Spn PMK inh pilot replicates=0.5;Spn MK inh pilot replicates=2.5;DPM-DC inhibit pilot screen %=2.5
CSc1ccc(S(=O)(=O)NCCOc2ccccc2C)cc1 | i | 7% | 0 | -1% | 2% | 5% | 0 | 10% | 3%
